# HIF act – HIF pathway transcriptional activators, primary screen, cell-based, U2OS HRE-luciferase, luminescence; U2OS HRE-luciferase reporter; normalized: DMSO 0%, desferrioxamine 100%; 300,000 compounds, 0.32% hits; activation, % at 7.5 µM (by protocol);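 active = mean activation of at least 10% of the iron chelator positive control signal, with at least half of replicates also reaching 10%; inconclusive = mean and replicate majority disagree about reaching 10%; inactive = mean and most replicates under 10%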
# HSF1 activator – HSF-1 activators, primary screen, NIH3T3-HGL cells, MG132 stress, luminescence, single point | 300,000 compounds, 1.7% hits | NIH3T3-HGL HSF-1 luciferase reporter, 8 h; 100% = twice DMSO control signal | activation, % at 9 µM | AID 504408, 2011;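 active = mean replicate activation of at least 50% with a set share of replicates each reaching 50%; inconclusive = only one of those two conditions met; inactive = mean below 50% and too few replicates reaching it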;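 also: 0% = median of the neutral control wells and 100% = twice that signal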
# AI-2 QS modul – Vibrio harveyi AI-2 quorum sensing modulators, primary screen, JMH597 strain, luminescence/OD600 ratio | Vibrio harveyi JMH597 AI-2 luminescence/OD600 ratio, 9 h; active compounds read low; strain lacks LuxN and CqsS sensors; 0 = neutral-control median | activity change, % at 7.5 µM | 300,000 compounds, 0.4% hits | AID 2094, 2009; in the data active = activity change below about -75%, passing the limit was not always enough; inconclusive = no clear call, values can overlap the other calls;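 also: luminescence divided by OD600 gain over 9 h not by final OD600 alone; inactives centre near 13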
# Platelet DG rel – inhibitors of platelet dense granule secretion, primary screen, cell-based, MLPCN, human platelets; human platelet-rich plasma, SFLLRN dense granule ATP release, luminescence; inhibition, %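 (compounds screened at 7.5 µM in platelet-rich plasma)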; 300,000 compounds, 0.22% hits; AID 1663, 2009;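 active = mean replicate score, as percent of positive control, at or above 50; inconclusive = mean below 50 but at least one replicate at or above 50; inactive = mean and every replicate below 50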
# HSP90 inh – HSP90 inhibitors, primary screen, cell lysate, luminescence | Heat shock protein HSP 90 (rabbit reticulocyte lysate; luciferase refolding) | Rabbit reticulocyte lysate, luciferase refolding luminescence, 3 h | inhibition, % at 5.6 µM | 290,000 compounds, 0.91% hits;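 active = inhibition above the screen-wide mean plus 3 SD, computed separately per campaign, cut at about 16% in these data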;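 also: 0% = DMSO wells and 100% = 60 µM geldanamycin wells; inhibitors lower the luminescence because luciferase stays unfolded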
# aSyn 5UTR inh – MLPCN primary screen, SNCA 5' untranslated region; alpha-synuclein 5'UTR reporter, inhibitor activity; inhibition, % (tested at 7.5 µM); 300,000 compounds, 0.82% hits; AID 1813, 2009; in the data active = inhibition above about 60%; inconclusive = no clear call, values can overlap the other calls;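 also: H4 neuroglioblastoma cells stably carrying SNCA 5'UTR luciferase fusion; 0% = DMSO wells and 100% = positive control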
# HSF1 inhib – HSF1 inhibitors in luciferase reporter cells, primary screen, cell-based, NIH3T3, luminescence; activity change, negative = inhibition, % at 7.5 µM (by protocol); 300,000 compounds, 0.77% hits; NIH3T3-HGL HSE-luciferase, MG132-induced, luminescence 8 h; active compounds read low;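 active = more than half of replicate wells show activity change below -50%, luminescence cut by over half; inconclusive = some wells, but at most half, below -50%; inactive = no replicate well below -50%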;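 also: luciferase reports HSF-1 transcriptional activity via heat shock element; 0% = median of DMSO wells and -100% = zero luminescence signal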
# HDAC3 inh – HDAC3 deacetylase inhibitors, primary screen, biochemical, fluorescence, cell-free homogeneous | recombinant HDAC3, fluorogenic peptide/trypsin coupled | inhibition, % at 8.3 µM | 320,000 compounds, 0.15% hits | AID 2718, 2010; in the data active = inhibition above about 26%, passing the limit was not always enough; inconclusive = no clear call, values can overlap the other calls
# Target sequence (O15379 whole entry, looked up): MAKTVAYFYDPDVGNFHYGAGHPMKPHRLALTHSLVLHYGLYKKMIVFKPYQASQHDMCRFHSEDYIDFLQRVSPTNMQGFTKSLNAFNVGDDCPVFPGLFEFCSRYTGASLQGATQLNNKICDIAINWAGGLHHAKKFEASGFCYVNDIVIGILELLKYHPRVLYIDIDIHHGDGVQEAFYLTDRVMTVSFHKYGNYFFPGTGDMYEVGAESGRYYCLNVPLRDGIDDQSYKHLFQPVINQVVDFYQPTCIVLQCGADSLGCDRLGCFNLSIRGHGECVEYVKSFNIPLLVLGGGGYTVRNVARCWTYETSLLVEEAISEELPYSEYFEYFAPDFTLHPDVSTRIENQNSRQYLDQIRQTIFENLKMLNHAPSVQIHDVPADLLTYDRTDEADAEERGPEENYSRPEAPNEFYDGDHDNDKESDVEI
# KLF5 inh – KLF5 expression inhibitors, primary screen, DLD-1 cells, luminescence | DLD-1 KLF5 promoter-luciferase reporter | inhibition, % at 5 µM | 290,000 compounds, 0.23% hits | AID 1700, 2009;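 active = inhibition above a per-plate limit of that plate's mean compound inhibition plus 3 SD, cut at about 60% in these data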;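 also: 0% = DMSO wells and 100% = LY294002 at 200 µM; higher means less KLF5 promoter-driven luciferase light; inactives centre near -14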
# IEC-6 cytotox – cytotoxicity in IEC-6 intestinal epithelial cells, primary screen, cytotoxicity control for KLF5 inhibitor project, cell-based, luminescence. IEC-6 cytotoxicity, luminescence viability. inhibition, % at 5 µM. 290,000 compounds, 0.78% hits. AID 1825, 2009; in the data active = inhibition above about 22%;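 also: 0% = plate median of test compound wells and 100% = cytotoxic reference compound wells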
# Numbers without * were called inactive; u = inconclusive; x = not tested or not shown. Compounds as they come (roughly 5% active in at least one column).
smiles,HSF1 inhib,IEC-6 cytotox,aSyn 5UTR inh,HSP90 inh,HDAC3 inh,Platelet DG rel,HSF1 activator,HIF act,KLF5 inh,AI-2 QS modul
O=c1c2ccccc2ncn1CCCCOc1ccccc1F,3,-3,11,-7,-7,4,-7,-1.2,-26,-38
Cc1ccc(C)c(NC(=O)c2cc(-c3cccnc3)nc3ccccc23)c1,-1,-7,26,-1,1,10,-15,-0.9,-28,9
COc1ccccc1CNC(=O)CN1C(=O)COc2ccc(S(=O)(=O)N3CCCCC3)cc21,-6,-2,-17,0,3,14,0,0.4,-22,10
COc1ccccc1N1C(=NC(=O)COc2ccccc2)SC2CS(=O)(=O)CC21 (stereo not drawn),-3,1,9,-2,1,-4,-15,0.1,-26,12
Cc1c(-c2ccc(/C=N/NC(=O)C(=O)Nc3ccccc3F)o2)cccc1[N+](=O)[O-],-1,-5,9,2,x,-9,3,-0.3,-36,15
c1ccc(Cn2nnc3c(NCC4CCCO4)nc(C4CC4)nc32)cc1 (stereo not drawn),-7,-2,36,-1,7,2,2,0.2,-5,33
O=C(CC1C(=O)NCCN1Cc1ccc(F)cc1Cl)NC1CCCCCCC1 (stereo not drawn),8,0,7,0,1,-7,5,0.0,-14,22
O=C(O)C1NCCc2ccccc21 (stereo not drawn),-5,1,-6,0,2,-6,-5,-0.8,-28,11
O=C(Nc1cccc(Cl)c1Cl)C1CC(=O)N(c2ccc(Br)cc2)C1 (stereo not drawn),-9,3,-5,2,0,-6,-16,-0.2,-4,38
O=C(CC(C(=O)O)P(=O)(c1ccccc1)c1ccccc1)c1ccccc1 (stereo not drawn),2,-3,15,-1,-5,1,17,-0.2,-4,18
CCOc1ccc(-c2n[nH]c(C)c2Oc2ccccc2OC)c(O)c1,22,-2,-8,-1,-3,7,27,0.0,-15,4
O=C(N/N=C/c1cc(Br)cs1)c1ccccc1[N+](=O)[O-],-1,-5,26,1,7,0,7,0.0,-13,-12
CCC(C)[C@H](NC(=O)N1CC(=O)Nc2ccccc21)C(=O)N[C@@H](C(=O)O)c1ccccc1 (stereo partly drawn),2,10,7,6,5,2,2,x,-4,5
COC(=O)c1c(NC(=O)C(C)(C)C)sc2c1CCN(Cc1ccccc1)C2,-8,2,20,-2,-2,-3,2,-0.4,-17,1
CC(OC(=O)c1ccc(NC(=O)CC#N)cc1)C(=O)NC(=O)NC1CCCCC1 (stereo not drawn),-2,4,9,3,5,2,-4,-0.2,-31,13
CCOC(=O)C1=NN(c2ccccc2)C2(S1)SC(C(C)=O)=C(C)N2c1ccccc1 (stereo not drawn),-3,-4,-5,1,0,-1,18,-0.2,-1,28
Cc1cc(C)c(S(=O)(=O)NCc2ccncc2)c(C)c1,-9,6,18,4,10,6,-8,-0.7,1,6
O=C1CSC(c2ccccc2F)N1c1ccccc1 (stereo not drawn),-5,-10,7,2,0,2,3,-0.4,-32,9
COCCN1CCn2c(nc3cc(NC(C)=O)ccc32)C1,0,2,9,-2,-15,4,-5,-0.4,-46,3
Cc1ccccc1Cn1ccc(NC(=O)c2onc(C)c2Cl)n1,2,5,-55,0,-4,18,13,2.2,-19,18
Cc1nc(C)c(-c2csc(Nc3ccc(O)cc3C)n2)s1,1,-7,-11,-3,-6,-1,18,-0.7,-68,x
Nc1ncnc(Sc2ncccn2)c1[N+](=O)[O-],u,-6,-16,-3,x,5,-20,4.2,-12,-1
CC1CC(C)CN(C(=O)CCNC(=O)Cn2ccc3ccccc3c2=O)C1 (stereo not drawn),6,5,21,-1,4,4,-7,0.3,17,23
COc1cccc(C(=O)NC2CC(C)(C)NC(C)(C)C2)c1OC,-6,-7,-2,-3,-3,13,-2,-2.9,-35,x
Cc1cc(=O)n2nc(N3CCCC(C(=O)N4CCc5ccccc54)C3)sc2n1 (stereo not drawn),11,3,43,0,-4,0,7,0.2,4,19
COc1cc(/C=C/C(=O)OCC(=O)Nc2ccc3c(c2)OCCO3)ccc1O,0,2,-9,1,5,0,-6,0.1,-2,31
CCOC(=O)C1(CCOc2ccccc2)CCN(CC(O)CO)CC1 (stereo not drawn),-4,-1,10,3,0,16,10,1.9,-11,-11
O=C(NC1CCCC1)C1CCN(S(=O)(=O)c2cccc3cccnc23)CC1,-4,-1,8,-2,3,-3,-15,-32,-37,12
CC(=O)Nc1ccc(OCC(O)CN2CCN(c3ccc(F)cc3)CC2)cc1 (stereo not drawn),-13,4,-13,1,6,7,2,0.0,-19,-1
O=S1(=O)CC(O)C(Nc2ccccc2)C1 (stereo not drawn),-9,3,3,7,1,7,2,-0.2,-18,25
COC(C/C=C\[C@H](O)[C@H](C)OCc1ccccc1)OC,-4,x,24,x,-6,-4,23,-2.1,x,-4
Cc1coc2c(C)c3oc(=O)c(CCC(=O)NCCCN4CCCC4=O)c(C)c3cc12,-1,-7,-20,-8,-6,0,-2,1.2,-19,23
Cc1ccccc1NC(=O)CCC(=O)N/N=C/c1ccncc1,0,x,-2,x,-2,2,-7,0.1,x,7
O=C(Nc1nc2c(s1)CCCC2)c1ccc(S(=O)(=O)N2CCCc3ccccc32)cc1,-3,0,13,1,2,-6,-21,-0.2,-30,12
Cn1c(SCC(=O)N2c3ccccc3CCc3ccccc32)nnc1-c1cc2ccccc2cc1O,12,-8,29,13,2,-1,31,-0.6,34,-13
O=C(c1ccc(NS(=O)(=O)c2cccc(F)c2)cc1)N1CCCCC1,-4,5,-10,24*,x,-3,-8,-0.3,-38,2
CC(C)(C)c1ccc(NC(=O)CSc2n[nH]c(=O)n2-c2cccnc2)cc1,-1,-1,-31,1,0,-7,2,-0.2,-25,13
CNCCCCOc1ccccc1-c1ccccc1,-3,5,7,2,10,-9,3,-6.2,-16,25
Cc1occc1C(=O)NCc1cccs1,3,0,-10,0,-3,0,-10,-0.1,25,8
CCCc1[nH]nc2c1C(CCc1ccccc1)C(C#N)=C(N)O2 (stereo not drawn),16,-4,-20,0,9,2,41,0.0,12,18
CN1CCN(CCC(=O)Nc2ccc(OCc3ccccc3)cc2)CC1,0,4,-10,-1,7,1,-7,-0.1,-3,24
CCOc1ccccc1C(=O)NC(C)c1ccc2c(c1)OCO2 (stereo not drawn),-1,0,18,1,3,8,5,0.6,-4,5
Cc1ccc2cc(C#N)c(NCCNC(=O)C3CCC3)nc2c1C,-6,-4,28,-2,-46,-5,-15,-0.5,4,1
CNc1cnn(-c2ccc(C)cc2)c(=O)c1Cl,17,-7,-86,1,-6,-12,20,3.2,-135,16
COc1ccc(C)cc1NC(=O)c1ccc(-c2ccc(C(C)=O)cc2)o1,-10,10,-15,5,-1,15,-23,-0.9,7,11
CCn1c(SCC(=O)N2CCCc3ccccc32)nc2cccnc21,-1,1,4,-5,6,-8,-8,-1.0,-1,16
COc1ccc(C(=O)Nc2ccccc2C(=O)NC(Cc2ccc(O)cc2)C(=O)NNC(=O)c2ccncc2)cc1 (stereo not drawn),16,-5,-3,-2,8,-1,35,0.2,-5,4
Cc1ccc(C)c(S(=O)(=O)N2CCN(C(=O)c3ccc(N4CCCC4)c([N+](=O)[O-])c3)CC2)c1,5,4,9,4,20,0,17,-0.4,-5,-1
O=S(=O)(c1cccs1)N1CCC(Cc2ccccc2)CC1,1,0,19,-4,-4,-4,-17,-0.3,-26,6
O=C(Nc1nnc(SCc2ccc(Cl)cc2)s1)c1ccco1,-4,3,12,0,2,x,13,-0.9,-8,24

# (cont.)
smiles,HSF1 inhib,IEC-6 cytotox,aSyn 5UTR inh,HSP90 inh,HDAC3 inh,Platelet DG rel,HSF1 activator,HIF act,KLF5 inh,AI-2 QS modul
COc1ccc(S(=O)(=O)N2CCCC(C(=O)NCc3ccc(F)cc3)C2)cc1 (stereo not drawn),-6,0,-8,2,1,-7,-21,-0.1,-21,-4
O=C(Nc1cccc(O)c1)c1cnn2cccnc12,-5,-3,-110,-1,11,8,30,2.0,-38,30
COc1ccccc1NS(=O)(=O)c1cc(NC(=O)Nc2cccc(C)c2)ccc1N1CCCCC1,1,-15,-8,-1,6,-1,-3,0.3,-18,26
CC(CC#CCN1CCOCC1)OCCC#N (stereo not drawn),22,-4,3,2,-12,-54,u,-0.4,-20,20
O=C(NCc1ccccc1Cl)c1cnc2ccccc2n1,13,1,0,-1,-1,1,11,1.3,-32,-20
CN(CC(=O)Nc1ccc(N2CCOCC2)cc1)CC(=O)Nc1ccc(Cl)cc1[N+](=O)[O-],-2,-4,9,3,3,-17,19,-1.1,4,8
Cc1oc2nc(SCC(=O)Nc3ccc(S(N)(=O)=O)cc3)nc(NC(=O)c3ccccc3)c2c1C,-3,1,-1,1,-9,0,14,-0.6,13,2
COCCn1c(-c2ccc(OC)cc2)nc2ccccc21,3,2,-13,6,-5,0,5,1.5,12,25
COc1ccc(NC(=O)COC(=O)Cc2ccc(-c3ccccc3)cc2)c(OC)c1,2,-11,12,0,x,-4,-5,-0.5,-23,27
COc1ccc2oc(C(=O)OCC(=O)N3CCN(c4ccccc4)CC3)c(C)c2c1,-3,x,-15,x,9,-2,-4,0.1,x,6
C[N+]1(CCn2ccc3ccccc32)CCCCC1,-2,-3,-14,0,-5,11,-7,-0.5,-22,16
CNC(=O)COc1ccc(-c2nn(C)c(=O)c3ccccc23)cc1,-2,0,-7,0,-1,-1,-2,-0.3,-21,10
COc1ccc(N2CCN(C(=O)CSc3nc(C)cs3)CC2)cc1,-1,x,-7,x,2,4,5,1.2,x,-2
COc1ccc(-c2csc(N3CCN(c4cc5c(cc4Cl)nc(-c4ccncc4)n5CCOCCO)CC3)n2)cc1,-2,4,-11,-7,4,-5,2,-3.8,-22,8
COc1ccc(C(=O)c2cn[nH]c2-c2cc(Cl)ccc2O)cc1,12,-1,-4,0,3,-6,25,-0.1,1,39
Cc1ccc(-n2ncc3c2CC(C)(C)CC3NC(=O)c2ccc[n+]([O-])c2)cc1 (stereo not drawn),6,8,-4,2,6,6,6,-0.4,0,20
Cn1c(COc2ccc(Cl)cc2)nnc1SCC(=O)NC1CCCC1,0,3,6,5,0,-5,-8,-0.3,13,15
O=C(NCc1ccccc1)C(c1c(F)cccc1Cl)N(C(=O)c1csnn1)C1CC1 (stereo not drawn),-6,1,-3,-4,-1,16,21,-4.5,3,x
NCCCCc1cn(CC(=O)N2CCNCC2)nn1,1,1,-8,2,1,-6,5,-0.3,7,25
